MCF10A rerep = induces DNA re-replication in MCF 10a normal breast cells; Potency, µM (doses to about 46.1 µM), for the others: at the highest dose activity, positive = re-replication, most hits filed as activators; MCF 10A DNA re-replication, Hoechst nuclear intensity, 48 h; AID 624296; 2.9% of 350,000 active; further: % of control where 0% means no effect; nearly all actives have a fitted effect of over 50% in size
Nrf2 inh = Nrf2 pathway inhibition; A549 ARE-Fluc reporter, luciferase luminescence, 18-24 h; 2.1% of 360,000 active; Potency, µM (titrated, usually from 46 µM), inactives show top-dose activity change, negative = inhibition, actives largely listed as inhibitors; further: on the % scale 0 is the no-effect control and ±100 the full control effect; nearly all actives have a fitted effect of over 60% in size
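Quantitative HTS in A549 cells stably bearing an antioxidant response element-firefly luciferase construct. Inhibition of Nrf2-driven transcription was scored by luminescence after 18-24 h of compound exposure at 37 °C.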
ATXN2 expr inh = reduces ATXN2 reporter expression in HEK-293 cells; HEK-293 ATXN2-luciferase reporter, luminescence, 24 h; 0.72% of 360,000 active; Potency, µM (titrated, usually from 57 µM), without a hit: top-dose activity change, negative = inhibition, hits mostly inhibitors; further: on the % scale 0 is the no-effect control and ±100 the full control effect; nearly all actives have a fitted effect of over 55% in size
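qHTS (up to 57 uM final) was run with 24 h compound exposure of reporter cells at 37 °C. Each well was multiplexed: SteadyGlo luminescence measured ATXN2-luciferase expression after a fluorogenic Gly-Phe-AFC viability readout (25 uM final).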
HepG2 viability = kills HepG2 cells in TGF-b inhibitor counter-screen. HepG2 CAGA-GFP viability, ATP luminescence, 18 h. Potency, µM (top dose mostly 46.1 µM), for the others: at the highest dose activity change, negative = cytotoxicity, hits mostly cytotoxic. 0.76% of 410,000 active. AID 588856; further: some results filed as inactive show a strong effect at the top dose
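HepG2 CAGA-GFP cells (1000/well, DMEM with 1% FBS) received compound, then TGF-beta at 500 pg/mL final, and were incubated 18 hours at 37 degrees C. Viability was read by CellTiter-Glo luminescence. Media-only wells were set as complete cell-killing and DMSO as no toxicity.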
A549 viability = kills or reduces viability of A549 cells in Nrf2 counter-screen | A549 ARE-Fluc cells, CellTiter-Fluor viability, 18-24 h | Potency, µM (highest dose often 46 µM), for the others: at the top dose activity change, negative = cytotoxicity, usual class: inhibitors | 0.16% of 390,000 active; further: on the % scale 0 is the no-effect control and ±100 the full control effect
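A549 ARE_Fluc cells in 5% FBS OPTI-MEM were exposed to compounds in concentration-response for 18-24 h at 37 deg C. Viability was read by CellTiter-Fluor fluorescence (Ex 405/Em 525) after 30 min, before the luciferase read.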
EPAC2 antagonist = antagonists of human EPAC2. Q8WZA2. EPAC2 GEF exchange of Rap1B-BODIPY-GDP, fluorescence. Potency, µM (highest dose often 114 µM), for the others: top-dose activity, negative = inhibition, most hits filed as inhibitors. 0.18% of 360,000 active. AID 720708; further: on the % scale 0 is the no-effect control and ±100 the full control effect; nearly all actives have a fitted effect of over 45% in size; many of its hits are not listed in these tables
Target sequence (Q8WZA2 whole entry, looked up): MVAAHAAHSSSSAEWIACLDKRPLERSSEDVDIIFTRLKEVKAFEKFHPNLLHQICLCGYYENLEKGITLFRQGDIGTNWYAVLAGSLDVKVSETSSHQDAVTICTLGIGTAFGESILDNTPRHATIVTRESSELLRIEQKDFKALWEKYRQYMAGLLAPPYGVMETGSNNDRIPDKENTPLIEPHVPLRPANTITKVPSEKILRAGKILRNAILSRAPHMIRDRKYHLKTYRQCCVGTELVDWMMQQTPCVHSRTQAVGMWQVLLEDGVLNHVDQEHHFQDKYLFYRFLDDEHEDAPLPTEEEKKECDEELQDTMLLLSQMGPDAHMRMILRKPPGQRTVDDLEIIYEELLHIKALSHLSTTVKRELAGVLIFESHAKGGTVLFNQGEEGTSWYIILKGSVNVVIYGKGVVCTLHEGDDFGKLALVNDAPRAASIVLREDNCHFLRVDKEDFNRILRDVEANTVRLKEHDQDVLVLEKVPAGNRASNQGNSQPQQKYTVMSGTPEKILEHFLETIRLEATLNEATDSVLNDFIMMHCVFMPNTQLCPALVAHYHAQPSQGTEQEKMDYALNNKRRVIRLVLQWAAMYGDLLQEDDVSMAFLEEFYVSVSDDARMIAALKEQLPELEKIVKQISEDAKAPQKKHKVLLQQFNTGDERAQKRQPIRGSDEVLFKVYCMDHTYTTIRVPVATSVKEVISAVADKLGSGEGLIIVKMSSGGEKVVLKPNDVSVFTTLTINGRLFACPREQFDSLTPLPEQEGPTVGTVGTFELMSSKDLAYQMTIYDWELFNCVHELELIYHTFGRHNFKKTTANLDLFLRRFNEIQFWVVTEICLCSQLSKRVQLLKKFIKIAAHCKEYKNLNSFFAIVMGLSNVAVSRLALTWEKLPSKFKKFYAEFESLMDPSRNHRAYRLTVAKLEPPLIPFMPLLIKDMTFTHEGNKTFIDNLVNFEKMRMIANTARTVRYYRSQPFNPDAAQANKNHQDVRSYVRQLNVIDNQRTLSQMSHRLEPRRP
Nrf2 ARE act = Nrf2 pathway activation; AREc32 ARE-luciferase reporter (MCF7-derived line), luminescence, 24 h; Potency, µM (top dose mostly 46.1 µM), for inactives: at the top dose activation, most hits filed as activators; 0.31% of 410,000 active; further: % of control where 0% means no effect; nearly all actives have a fitted effect of over 65% in size
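Luminescent ARE reporter assay in AREc32_Fluc cells: overnight plating at 37 deg C, 24 hr compound incubation, Steady-Glo added, 30 min RT before reading.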
ATXN viability = cell viability loss in ATXN counter-screen | S2 cells (HEK-293 line with an ATXN2-luciferase reporter) viability, CellTiter-Fluor protease fluorescence, 24 h | Potency, µM (doses to about 56.7 µM), most hits filed as cytotoxic | 0.49% of 400,000 active | AID 651635; further: nearly all actives have a fitted effect of over 40% in size
TGFb SMAD3 inh = TGF-b pathway inhibition; AID 588855; 1.2% of 410,000 active; HepG2 CAGA-GFP TGF-b/SMAD3 reporter, GFP fluorescence, 18 h; TGF-beta stimulated, 500 pg/mL final; Potency, µM (titrated, usually from 46.1 µM), inactives show at the top dose activity, negative = inhibition, most hits filed as inhibitors; further: on the % scale 0 is the no-effect control and ±100 the full control effect; nearly all actives have a fitted effect of over 65% in size
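Inhibition was scored as loss of TGF-beta-induced (500 pg/mL final, 18 hours, 37 degrees C) GFP in HEPG2 cells carrying a CAGA-GFP reporter, in DMEM with 1% FBS. Well GFP was summed per cell; Activity was normalised to unstimulated and stimulated DMSO wells, then concentration-response fitting.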
Active calls of the source: *; i = inactive; ? = inconclusive; · = no result given; & = joins results of further samples; [ ] = remark or other dose. The call rests on the fitted dose curve; in most records, active means well fitted curve in the direction sought with a large enough effect; inconclusive means small, poorly fitted or top-dose-only effect, or another doubt; inactive means no such curve, though single readings can be large; an effect the other way counts as inactive or inconclusive. Potency means the concentration at half of the fitted maximal effect. An excerpt. The share of hits here may be higher or lower than overall.

Field names: A = MCF10A rerep; B = Nrf2 inh; C = ATXN2 expr inh; D = HepG2 viability; E = A549 viability; F = EPAC2 antagonist; G = Nrf2 ARE act; H = ATXN viability; I = TGFb SMAD3 inh
O=C(Nc1ccccc1F)c1ccn[nH]1
  A = -2%; B = 0%; C = 34%; D = 5%; E = -3%; F = 7%; G = 2.8%; H = i; I = -1%
C=CCN(Cc1ccco1)S(=O)(=O)c1ccc(Cl)cc1
  A = 2%; B = 4%; C = -3%; D = -1%; E = -1%; F = -3%; G = -0.4%; H = i; I = 0%
COCC(=O)n1nc(-c2ccccc2)nc1NCc1cccs1
  A = 9%; B = 11%; C = 32%; D = -4%; E = -1%; F = 1%; G = 2.6%; H = i; I = ?
Cc1[nH]n(-c2ccc([N+](=O)[O-])cc2)c(=O)c1C=NCCN1CCN(C(=O)c2ccc(F)cc2)CC1
  A = 5%; B = 3%; C = 4%; D = -2%; E = -3%; F = 4%; G = -0.7%; H = i; I = 22%
Cc1ccc(-c2noc(-c3ccoc3C)n2)cc1
  A = 1%; B = ?; C = 23%; D = -15%; E = 4%; F = -22%; G = ?; H = i; I = -3%
N#Cc1ccccc1NS(=O)(=O)c1cc2c3c(c1)CCN3C(=O)CC2
  A = -19%; B = -22%; C = 7%; D = 0%; E = -4%; F = 2%; G = 0.5%; H = i; I = -18%
Clc1ccc(Cn2ncc3c(NCc4ccccc4)ncnc32)cc1
  A = 6.5µM*; B = ?; C = -24%; D = -30%; E = -21%; F = -10%; G = -0.8%; H = ?; I = 2%
Cc1ccccc1OCC(=O)Nc1c(C(=O)Nc2ccccc2F)oc2ccccc12
  A = ·; B = 8%; C = 2%; D = 1%; E = 2%; F = ·; G = -0.3%; H = i; I = -8%
COc1ccc(OC)c(CN2CCN(C(=O)CCC(=O)c3cccs3)CC2)c1
  A = 12%; B = 4%; C = -4%; D = -25%; E = 3%; F = 0%; G = 0.5%; H = i; I = ?
COc1ccc(CCC(=O)OCC(=O)NC(=O)c2ccc(Cl)cc2)cc1
  A = 7%; B = 5%; C = 6%; D = -1%; E = 1%; F = 0%; G = 3.9%; H = ?; I = -4%
Cc1ccc(NC(=S)NC2CCN(Cc3ccccc3)CC2)c(C)c1
  A = 3%; B = 10%; C = 2%; D = -3%; E = ?; F = 0%; G = 2.5%; H = i; I = 0%
CC(C)c1ccc(NC2CCCN(C(=O)c3cnc4ccccn4c3=O)C2)cc1 (configuration not stated)
  A = -15%; B = 3%; C = 4%; D = 23%; E = 4%; F = 3%; G = -0.6%; H = i; I = -8%
COC(=O)Nc1ccc(SCC(=O)c2cccc([N+](=O)[O-])c2)cc1
  A = 23µM*; B = -19%; C = ·; D = -40%; E = -11%; F = 5%; G = ?; H = ?; I = ?
CCCOc1ccc(N2C(=O)CC(S/C(N)=N/N=C(\C)c3cccs3)C2=O)cc1 (configuration not stated)
  A = -2%; B = ?; C = -32%; D = -4%; E = ?; F = -16%; G = 4.5%; H = i; I = ?
O=C(Nc1ccc(F)cc1F)N1CCCN(c2ccc(C(F)(F)F)cn2)CC1
  A = 7%; B = 6.5µM*; C = -31%; D = -29%; E = -18%; F = -1%; G = -0.5%; H = i; I = -10%
O=[N+]([O-])c1ccc(-c2cnc(NO)nc2)cc1
  A = -2%; B = 7%; C = 5%; D = -12%; E = -13%; F = 2%; G = 4.0%; H = ?; I = 3%
Cc1ccc(S(=O)(=O)CCN2CCC(n3cccc3)CC2)cc1
  A = -2%; B = 1%; C = 10%; D = 17%; E = 10%; F = -22%; G = 6.3%; H = i; I = 3%
COc1ccc(-c2noc(-c3ccoc3C)n2)cc1OC
  A = 3%; B = ?; C = 11%; D = -23%; E = 11%; F = -1%; G = 25%; H = i; I = 1%
CCc1ccccc1N1CC(c2nnc(NC(=O)c3ccco3)s2)CC1=O (configuration not stated)
  A = ·; B = 5%; C = -10%; D = -3%; E = 0%; F = ·; G = 0.7%; H = ·; I = -17%
COc1ccc(C)cc1NC(=O)N(C(C)C)C1CCN(C(C)=O)CC1
  A = ·; B = -21%; C = ·; D = 9%; E = 1%; F = ·; G = 0.8%; H = ·; I = -31%
CCn1c(SCC(=O)N2CCCc3ccccc32)nc2ccccc2c1=O
  A = 23µM*; B = -29%; C = -9%; D = -16%; E = -11%; F = -5%; G = -0.1%; H = i; I = -1%
O=C(CSc1nccn1-c1ccc(F)cc1)NCc1ccc2c(c1)OCO2
  A = 5%; B = ·; C = -7%; D = 3%; E = 5%; F = -5%; G = 0.1%; H = i; I = -1%
Cc1cc(Nc2cccc(Cl)c2)nc(N2CCOCC2)n1
  A = ?; B = 3%; C = 0%; D = -11%; E = ?; F = -1%; G = 4.3%; H = i; I = 18%
Cc1ccc(/C=C/C(=O)Nc2ccc(O)c3c(=O)cc(-c4ccccc4Cl)oc23)cc1
  A = -4%; B = 19%&-3%; C = 3%; D = 6%&-14%; E = -2%&-1%; F = -9%; G = -0.1%; H = i; I = -9%&-1%
CCOC(=O)c1nnn(-c2nonc2N)c1-c1ccc(OCC)cc1
  A = 4%; B = ·; C = -20%; D = -2%; E = -6%; F = 3%; G = 2.7%; H = i; I = -10%
Cc1ccc(C)c(NC(=O)c2cc(S(=O)(=O)N3CCCc4ccccc43)ccc2F)c1
  A = ·; B = ·; C = ·; D = -1%; E = 11%; F = ·; G = -0.8%; H = ·; I = -17%
CCc1ccc(OC(C)c2nc(-c3ccc(-n4cccc4)cc3)no2)cc1 (configuration not stated)
  A = ·; B = 8.2µM*; C = ·; D = -21%; E = 9%; F = ·; G = 0.0%; H = ·; I = -32%
O=C(CCNC(=O)C1CCN(S(=O)(=O)c2ccc(F)cc2)CC1)NCCc1ccc(Cl)cc1
  A = 13%; B = -23%; C = ·; D = -21%; E = -3%; F = -9%; G = -0.2%; H = i; I = ?
COc1ccc(NC(=O)CSc2nc3[nH]c(=O)cc(O)c3s2)cc1OC
  A = -5%; B = 8%; C = -19%; D = 1%; E = 4%; F = -4%; G = 0.3%; H = i; I = 2%
Cc1cc(C)n(-c2nc3ccccc3n3c(C)nnc23)n1
  A = 0%; B = 2%; C = 22%; D = 10%; E = -5%; F = 3%; G = 3.1%; H = i; I = -5%
COc1ccc(C2CC(=O)N3CN(c4ccccc4F)CSC3=C2C#N)cc1OC (configuration not stated)
  A = 13%; B = 7%; C = -12%; D = -8%; E = -4%; F = -18%; G = -0.9%; H = i; I = -3%
C=CCNC(=O)CSc1nc2sccc2c(=O)n1-c1ccccc1
  A = -1%; B = 4%; C = -5%; D = 3%; E = -3%; F = 4%; G = 0.1%; H = i; I = ?
CCN(CC)C(=O)COc1coc(CN2CCN(Cc3ccccc3)CC2)cc1=O
  A = -4%; B = 3%; C = ·; D = 2%; E = 0%; F = 12%; G = -0.9%; H = i; I = 13%
COc1ccc(N2C(=O)C(OC(C)=O)C2c2ccc(C)cc2)cc1 (configuration not stated)
  A = 6%; B = 0%; C = -5%; D = -5%; E = 7%; F = -1%; G = 0.1%; H = i; I = 0%
COc1ccc(C(=O)C2CCCN(C(=O)c3ccnn3C)C2)cc1OC (configuration not stated)
  A = 0%; B = 3%; C = 3%; D = 1%; E = 6%; F = 0%; G = 0.0%; H = i; I = 0%
CC(=O)Nc1cccc(-c2nc3ccc(NC(C)=O)cc3[nH]2)c1
  A = 0%; B = -6%; C = -1%; D = -14%; E = 1%; F = 5%; G = -0.2%; H = i; I = 1%
Cc1ccccc1CN(c1ccc(C(=O)N2CCCC2)cc1)S(C)(=O)=O
  A = ?; B = -24%; C = 0%; D = 1%; E = -5%; F = 16%; G = 2.3%; H = i; I = -3%
O=C(/C=C/C=C/c1ccccc1)c1ccco1
  A = ?; B = 29%; C = ·; D = -38%; E = -2%; F = 2%; G = 11µM*; H = i; I = -7%
O=C(NCCCN1CCOCC1)c1cc2cc(Br)ccc2oc1=O
  A = ?; B = -19%; C = 6%; D = -9%; E = -10%; F = -1%; G = 6.5%; H = i; I = -5%
Cc1cc(Nc2ccccc2)n2nc(C)c(-c3ccccc3)c2n1
  A = 0%; B = -22%; C = ·; D = -7%; E = 3%; F = -8%; G = 6.7%; H = i; I = -1%
CCN(CCCNC(=O)c1cc2cc3cc(C)ccc3nc2s1)c1cccc(C)c1
  A = ·; B = ·; C = 10%; D = -9%; E = 4%; F = ·; G = 1.1%; H = i; I = -13%
Cc1ccc(-c2nc3ccccc3s2)cc1NC(=O)c1cc(-n2cnnc2)ccc1Cl
  A = ?; B = ?; C = 15%; D = -45%; E = 9%[1.84 µM]; F = -1%; G = 3.5%; H = ?; I = 0%
CCc1ccc(N2CC(C(=O)Nc3ccc(F)cc3)CC2=O)cc1 (configuration not stated)
  A = -2%; B = 4%; C = 3%; D = -14%; E = -1%; F = 4%; G = 2.1%; H = i; I = ?
CCOC(=O)C1CCN(S(=O)(=O)CCNC(=O)c2cccc(OC)c2)CC1
  A = ?; B = 13%; C = -1%; D = 1%; E = -1%; F = 8%; G = 0.0%; H = i; I = -10%
N/C(=N\O)c1cccc(CS(=O)(=O)c2ccccn2)c1
  A = -1%; B = 1%; C = 5%; D = 1%; E = 0%; F = 14%; G = -0.2%; H = ?; I = 24%
CSCc1nc2sc(C(=O)Nc3nc(C)cs3)c(C)c2c(=O)[nH]1
  A = -4%; B = 4%; C = 7%[11.3 µM]; D = -13%; E = -4%; F = 1%; G = 3.9%; H = i; I = 6%

Quoted from the listing for reference:
Field names: A = MCF10A rerep; B = Nrf2 inh; C = ATXN2 expr inh; D = HepG2 viability; E = A549 viability; F = EPAC2 antagonist; G = Nrf2 ARE act; H = ATXN viability; I = TGFb SMAD3 inh
COc1ccc(C(=O)C2CCCN(C(=O)c3ccnn3C)C2)cc1OC (configuration not stated)
  A = 0%; B = 3%; C = 3%; D = 1%; E = 6%; F = 0%; G = 0.0%; H = i; I = 0%
CC(=O)Nc1cccc(-c2nc3ccc(NC(C)=O)cc3[nH]2)c1
  A = 0%; B = -6%; C = -1%; D = -14%; E = 1%; F = 5%; G = -0.2%; H = i; I = 1%
Cc1ccccc1CN(c1ccc(C(=O)N2CCCC2)cc1)S(C)(=O)=O
  A = ?; B = -24%; C = 0%; D = 1%; E = -5%; F = 16%; G = 2.3%; H = i; I = -3%
O=C(/C=C/C=C/c1ccccc1)c1ccco1
  A = ?; B = 29%; C = ·; D = -38%; E = -2%; F = 2%; G = 11µM*; H = i; I = -7%

Source: PubChem
